Screening data deposited in PubChem by Small Molecule Screening Facility, UW Madison.
SSB-PriA inh: inhibitors of Klebsiella pneumoniae PriA binding to SSB C-terminal tail. AlphaScreen SSBct-PriA binding, biotinylated peptide. inhibition, % at 33 µM. 0.6% of 430,000 active; in the data active = inhibition mostly above about 37%, no sharp cut-off; inactive = mostly below about 20%;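 note: plate controls were negative control peptide for no effect and reference peptide for full effect; strong numbers were not always called active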
* marks the source's active call; other numbers are inactive results; & = joins results of further samples.

SMILES	SSB-PriA inh
CCc1nnc2ccc(N3CCN(S(=O)(=O)CCc4ccccc4)CC3)nn12	-14
COc1ccccc1CNC(=O)Cc1csc(SCC(=O)Nc2cccc(NC(C)=O)c2)n1	4
NNC(=O)CNC(c1ccccc1)c1cc(Br)ccc1NC(=O)c1ccccc1 (stereo unspecified)	-5
NS(=O)(=O)c1ccc(NC(=O)c2ccc(Br)s2)cc1	0
CC(=O)OC(C)(C)C(=O)Nc1cnn(C2CCOCC2)c1	-18
COc1ncc(NC(=O)Nc2ccc(Cl)c(C(F)(F)F)c2)cn1	5
COC(=O)c1ccc(/C=C(\C#N)c2nc(-c3cccc(Br)c3)cs2)cc1	0
O=C(Cc1ccccc1Br)NCCN1Cc2cc(Cl)ccc2OCC1=O	6
Cc1noc(C)c1S(=O)(=O)Nc1cnn(C2CCOC2)c1 (stereo unspecified)	-3
CC(C)c1nnc(-c2cc3ccccc3n2CC(=O)Nc2cc(C(F)(F)F)ccc2Cl)o1	-5
Nc1nonc1C(=O)NN=Cc1cc2c(cc1Cl)OCO2	-1
O=C(Cn1cccc1-c1nc(-c2ccc(F)c(Br)c2)no1)N1CCOCC1	8
O=C(NN=Cc1c[nH]c2ccccc12)c1cc(-c2cccc3ccccc23)n[nH]1	-11
O=C(CCc1ccccc1F)NCc1cccnc1-c1ccsc1	-7
C=CCn1c(COc2ccccc2)nnc1SC(C)C(=O)NN=Cc1cc(Cl)ccc1O (stereo unspecified)	5
Cc1cc(C)c(S(=O)(=O)N2CCN(c3cc(N(C)C)cnn3)CC2)cc1C	-2
CN(Cc1c[nH]c(=O)[nH]c1=O)Cc1c[nH]c(=O)[nH]c1=O	-9
O=C(CCc1csc(NC(=O)Nc2cccc(Cl)c2)n1)NCCC1=CCCCC1	-3
COc1cc(C(=O)OCn2c(SC)nnc(C)c2=O)c([N+](=O)[O-])cc1OC	4
O=C(NCc1ccco1)c1ccc(NS(=O)(=O)c2cccc(C(F)(F)F)c2)cc1	6

Molecules from the list above with fluorine, in the order listed:
SMILES	SSB-PriA inh
COc1ncc(NC(=O)Nc2ccc(Cl)c(C(F)(F)F)c2)cn1	5
CC(C)c1nnc(-c2cc3ccccc3n2CC(=O)Nc2cc(C(F)(F)F)ccc2Cl)o1	-5
O=C(Cn1cccc1-c1nc(-c2ccc(F)c(Br)c2)no1)N1CCOCC1	8
O=C(CCc1ccccc1F)NCc1cccnc1-c1ccsc1	-7
O=C(NCc1ccco1)c1ccc(NS(=O)(=O)c2cccc(C(F)(F)F)c2)cc1	6

Later entries:
SMILES	SSB-PriA inh
Cn1c(=NC(=O)c2ccc(Br)o2)sc2cc([N+](=O)[O-])ccc21	-5
O=C(NCCn1ncc2c(N3CCN(c4ncccn4)CC3)ncnc21)c1cnccn1	-11&-7
N#Cc1nc(-c2ccccc2F)oc1N1CCN(C(=O)c2cccs2)CC1	19
O=c1cnnc(SCc2ccc(F)cc2)[nH]1	11
Nc1nnnn1N=Cc1cc(Cl)cc(Cl)c1OCc1ccc(Cl)cc1Cl	-5
COc1ccc(CC(=O)NCCCn2nc(-c3ccc(Cl)cc3)ccc2=O)cc1OC	-17&5
CCOc1ccc(CCNC(=O)Cn2cnc3c(sc4cccc(Cl)c43)c2=O)cc1OCC	-11
COC(=O)c1ccc(NC(=O)Cn2c(C)cc(C)c(-c3nc(-c4cccc(Cl)c4)no3)c2=O)cc1	6
CC(C)CCSc1nc2cc3c(cc2c(=O)n1Cc1ccco1)OCO3	-13&-5
COc1ccc(NC(=O)c2ccc(=O)n(CC(=O)Nc3ccc(F)c(F)c3)n2)cc1	4
Cn1nc(C(=O)Nc2ccccc2-c2cn3ccccc3n2)ccc1=O	4
CCOc1ccc(CC(=O)N2CCC(N3CCC[C@@H]3COCc3ccccc3)CC2)cc1	11
Cn1nc(CNC(=O)c2ccsc2)c2c1CCOC2	-21
COc1ccc(C=NNC(=O)c2[nH]c3ccc(C)cc3c2-c2ccccc2)c(C(=O)O)c1OC	-15
CCOc1ccccc1NC(=O)N1CCC[C@H](Cc2nc(-c3ccccc3F)no2)C1	1
CN(C)S(=O)(=O)c1ccc(C(=O)NCCn2ncc3c(=O)n(Cc4cccc(Cl)c4)cnc32)cc1	-20
Cc1cc(C)cc(C(=O)NCCn2cc(SCC(=O)NCCc3ccccc3)c3ccccc32)c1	0
Cc1cc(O[C@H]2CCN(S(=O)(=O)c3ccccc3Cl)C2)cc(=O)o1	-7
Cn1nccc1C(=O)Nc1ccccc1S(C)(=O)=O	5
CCCS(=O)(=O)c1ccc(N2CCN(Cc3ccccc3)CC2)nn1	-7
CC(=NNC(=O)CNC(=O)c1cccnc1)c1ccc(Cl)c(Cl)c1	-9
Cc1nnsc1C(=O)N1CCC(CNS(=O)(=O)c2c(C)nn(C)c2C)CC1	1
CC(=O)Nc1cc([N+](=O)[O-])ccc1O	14
O=S(=O)(NCC1CCN(C2CCCC2)CC1)c1ccccc1	-28
Cc1ccc(NC(=S)NC(=O)c2ccccc2Cl)nc1	-6
O=C(CSc1ccc(F)cc1)N1CCN(CCn2ccnc2-c2ccccc2)CC1	10
COc1ccc(Br)c(C(=O)NC[C@](C)(OC)c2ccccc2F)c1	1
COc1ccc(C(=O)Nc2ccc(S(=O)(=O)N3CCC(C)CC3)cc2)cc1Br	-14&10
COc1ccc(C(N)=NOC(=O)CCc2ccccc2)cc1	-46
O=C(CSc1nc2c(oc3ccccc32)c(=O)n1C1CCCC1)NCc1ccc(F)cc1	7
Cc1c2n(c3ccccc13)CCC2=NO	10
O=C(O)/C=C\C(=O)NNC(=O)c1cccc(Br)c1	1
Cn1c(CC(=O)c2ccc(O)cc2O)nc2ccccc21	-5
CCN(CC)c1ccc(C=NNc2nc3ccccc3[nH]2)c(O)c1	92
CO[C@@](C)(CNS(=O)(=O)c1ccc2c(c1)CCO2)c1ccccc1F	3
O=C(CSc1ccc(NC(=O)c2cccc(F)c2)nn1)Nc1ccc2c(c1)OCO2	-15
COc1ccc(F)cc1S(=O)(=O)N1CCN(C[C@H](O)C2CC2)CC1	-2
O=C(COc1ccc(C=NNC(=O)C(=O)N2CCCCCC2)cc1)Nc1ccccc1Cl	1
COC(=O)c1ccsc1NC(=O)/C=C/c1ccc(OC)c(OC)c1	1
CC1(C)Cc2cccc(OCc3ccc(C(=O)Nc4ccccc4-c4ccccc4)cc3)c2O1	-12

Exported bar-delimited: entries from further up.
Structure | SSB-PriA inh
O=C(CSc1nc2c(oc3ccccc32)c(=O)n1C1CCCC1)NCc1ccc(F)cc1 | 7
O=C(O)/C=C\C(=O)NNC(=O)c1cccc(Br)c1 | 1
O=C(CSc1ccc(NC(=O)c2cccc(F)c2)nn1)Nc1ccc2c(c1)OCO2 | -15

The main list resumes; the 6 compounds before the break are reprinted first.
SMILES	SSB-PriA inh
CO[C@@](C)(CNS(=O)(=O)c1ccc2c(c1)CCO2)c1ccccc1F	3
O=C(CSc1ccc(NC(=O)c2cccc(F)c2)nn1)Nc1ccc2c(c1)OCO2	-15
COc1ccc(F)cc1S(=O)(=O)N1CCN(C[C@H](O)C2CC2)CC1	-2
O=C(COc1ccc(C=NNC(=O)C(=O)N2CCCCCC2)cc1)Nc1ccccc1Cl	1
COC(=O)c1ccsc1NC(=O)/C=C/c1ccc(OC)c(OC)c1	1
CC1(C)Cc2cccc(OCc3ccc(C(=O)Nc4ccccc4-c4ccccc4)cc3)c2O1	-12
CCn1c(SCC(=O)NN=Cc2ccc(OC)c(OC)c2)nc2ccccc21	-3
COc1cc(C=NO)ccc1OCc1ccc(C(=O)O)cc1	-9
Cc1nnsc1C(=O)NCc1nn(C)c2c1COCC2	3
COc1ccc(C=NNc2cc(=O)n(C)c(=O)n2C)cc1OC	3
CCOC(=O)Cn1c(=NC(=O)C2=COCCO2)sc2cc(C(=O)OCC)ccc21	-4
O=C(NCCNC(=O)NC1CCCCC1)NC1CCCCC1	-3&-2
CC(C)(C)SC1CCN(C(=O)CCc2ccc(OCc3ccccc3)cc2)C1 (stereo unspecified)	-9
CCCCC(CCCC)=NN=Cc1c(O)n(CC)c2cc(C3=NNC(=O)CC3)ccc12	0
CCOc1ccc(C(=O)Nc2nnc(SCC(=O)NCc3ccccc3Cl)s2)cc1OCC	-15
CN(C)CCCN(C(=O)c1ccc(S(=O)(=O)N(C)C2CCCCC2)cc1)c1nc2c(F)cccc2s1	26
COc1cc(C=NNC(=O)c2nc(C)cc(C)n2)ccc1O	-1
CCCOc1ccc(S(=O)(=O)NCCN2CCN(c3ccc(F)cc3)CC2)cc1	-3&2
NC(CSc1ncccc1C(F)(F)F)=NO	-5
Cn1nc(-c2cccc3ccccc23)cc1C(=O)O	-7
COC(=O)c1ccc(C2c3c(oc4cc(C)c(Cl)cc4c3=O)C(=O)N2C)cc1 (stereo unspecified)	7
COC(=O)c1ccc2c(=O)n(CC(=O)NCC3CCN(Cc4ccccc4F)CC3)c(=S)[nH]c2c1	-3
Cc1noc(C)c1C(=O)NCCSC1CCOCC1	-9
COCC(=O)NC1CC(O)C(CO)C1 (stereo unspecified)	-8
O=C(CCCCCN1C(=O)c2cccc3cccc(c23)C1=O)Nc1ccccc1C(F)(F)F	-19
Cc1nc(SCc2nc(-c3ccc(F)cc3)no2)[nH]c(=O)c1CCO	-5
CC(C)(C)c1ccc(S(=O)(=O)N2CCN(c3ccccc3)CC2)cc1	2
Cc1nnc(C2CCNCC2)o1	-18
O=C(Nc1nc(-c2ccc(I)cc2)cs1)c1c(F)cccc1F	3
O=C(CCc1ccc(-c2ccc(F)cc2)o1)NC1CCCC1	-6
O=C(O)Cn1ccc(=O)[nH]c1=O	2
CSc1ccc(C2N(c3ccccn3)C(=O)C3CCCN32)cc1 (stereo unspecified)	-6
Cc1ccc2c(CC(=O)Nc3ccc(S(=O)(=O)Nc4nccs4)cc3)cc(=O)oc2c1	-4
C=CCN(CC=C)S(=O)(=O)c1ccc(C(=O)NNC(=O)c2ccc(S(=O)(=O)N3CCOCC3)cc2)cc1	-8
Cc1c(C(=O)O)nnn1-c1ccc2noc(-c3ccccc3)c2c1	-10
O=C(CSc1ncnc2c1nnn2-c1ccc(F)cc1)Nc1ccccc1C(F)(F)F	-6
COc1ccc(OC)c(-c2cc(C(=O)NCCNS(=O)(=O)c3cn(C)cn3)n(C)n2)c1	-15
COc1ccc(-c2noc(CSc3nc4ccsc4c(=O)n3CCC(C)C)n2)cc1	-19
COC(=O)c1ccc(C(=O)OC)c(NC(=O)c2cc(OCc3ccccc3)no2)c1	-1
Cc1cc2ncn(CCCOc3ccc(Cl)cc3)c2cc1C	-11
CN(C)C=Nc1c(C#N)cnn1-c1ccc(Cl)nn1	-13
CCN(CC)c1ccc(C=NNC(=O)CN2CCCc3ccccc32)cc1	50*
CCOC(=O)N1CCC(NC(=O)c2ccc(OCc3ccc4ccccc4n3)cc2)CC1	-6
Cc1cc(NC(=O)c2ccc(S(=O)(=O)N(C)C)cc2)n(-c2nc3ccccc3s2)n1	1
Cc1ncc([N+](=O)[O-])n1CCOC(=O)c1cc2ccccc2oc1=O	-5
O=C(Nc1ccc(Cl)c(Cl)c1)N1CCC(N2CCCC2=O)CC1	3
O=C(NC1CCC(Oc2ccccn2)CC1)c1ccsc1 (stereo unspecified)	0
Cn1cnc(S(=O)(=O)N2CCc3ncncc3C2)c1	1
O=C(NCCn1nc(C(F)(F)F)cc1C1CC1)C1COc2ccccc2O1 (stereo unspecified)	-6
Cc1nc(-c2ccccc2NC(=O)NCCOc2ccccc2)cs1	-11
CCSc1ccccc1C(=O)N1CCN(c2nc3c(OC)ccc(C)c3s2)CC1	-23&10
CC(C)Cn1c(=O)c2ccccc2n(Cc2nc(-c3cccc(Br)c3)no2)c1=O	0
N#Cc1c(NC(=O)Cc2ccccc2)sc2c1CCCC2	-7
O=S(=O)(CCc1ccccc1)NCC(O)c1ccc2c(c1)CCO2 (stereo unspecified)	-7
CCOC(=O)COc1ccccc1C1CC(c2cccs2)=NN1C(=O)c1ccco1 (stereo unspecified)	5
CS(=O)(=O)c1ccccc1-c1nnc(NC(=O)/C=C/c2ccc3c(c2)OCO3)o1	-1
CC1=C(c2nc(-c3ccccc3)no2)[C@H](c2cccc(F)c2)NC(=O)N1	-9
Cc1ccc(NC(=O)Nc2cnc(Oc3ccccc3)nc2)cc1F	-3
CCOc1ccc(CC(=O)N2CC(N3C(=O)CCC3=O)C2)cc1	-11
CSc1ncccc1C(=O)NCCCc1cnc2cc(C)nn2c1	-7
O=C(NCc1ccccn1)C(=O)Nc1ccc2c(c1)N(S(=O)(=O)c1cccs1)CCC2	-12&-7
COc1ccc(Cl)cc1C(=O)NCCN1CCN(c2ccc(F)cc2)CC1	3&8
CC(=O)c1cc(C(C)=O)c(O)cc1O	-9
Cn1nc(CNC(=O)CSc2ccc(F)cc2)cc1C1CC1	-3
Cc1nc(-c2ccccc2)sc1CNC(=O)Cc1cccs1	-2
COC(=O)CSc1nnc(CNC(=O)c2ccc([N+](=O)[O-])cc2)n1-c1ccc(F)cc1	-2

Remaining list, next part
SMILES	SSB-PriA inh
CC(=NNC(=O)CNc1cccc(C(F)(F)F)c1)c1ccc(Br)cc1	11
Cn1nc(CNS(C)(=O)=O)c2c1CCCC2	-1
Nc1cc(C(=O)Nc2ccc3ccccc3c2O)ccc1Cl	-10
NCC1CCN(c2ccncc2)CC1	-10
Cc1ccccc1NC(=O)N1CC2CC1C(=O)O2 (stereo unspecified)	-15
CN(C)S(=O)(=O)NCCn1nc(-c2ccco2)ccc1=O	5
Cn1ccnc1SCc1cc(=O)c(OC(=O)/C=C/c2ccc3c(c2)OCO3)co1	2
O=C(CN1C(=O)CCC1=O)Nc1nc2c(Cl)ccc(Cl)c2s1	-1
O=C(CSc1ccc(F)cc1)N1CCC(Oc2ncccc2Cl)CC1	-19
O=c1cccnn1CCCNS(=O)(=O)c1ccc(F)c(Cl)c1	-5
O=C(O)c1ccc(OC(F)(F)F)cc1	-7
COc1ccccc1NC(=O)N1CCC(CNC(=O)C2(c3ccc(Cl)cc3)CCCC2)CC1	-15
COC(=O)c1ccc(CN2CCC(c3nn(C)c(=O)n3-c3ccccc3)CC2)o1	-7

3 entries from above in another layout.
SMILES,SSB-PriA inh
CN(C)S(=O)(=O)NCCn1nc(-c2ccco2)ccc1=O,5
NCC1CCN(c2ccncc2)CC1,-10
O=C(CN1C(=O)CCC1=O)Nc1nc2c(Cl)ccc(Cl)c2s1,-1

The list is partial (hit frequency here may not be typical).
